Source: PubChem BioAssay
Kir21 inh: inhibitors of mouse Kir2.1 inward-rectifier potassium channel; AID 1672, 2009; B-score at 10 µM; HEK293-Kir2.1, FluxOR thallium flux fluorescence; active compounds read low; hit rate 0.85% among 310,000;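 active = fluorescence ratio B-score at or below minus 3 SD of library scores, with starting-brightness B-score within 2 SD, cut at about -4.2 in these data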;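 also: channel flux triggered by added potassium and thallium sulfate stimulus; B-score of peak minus minimum fluorescence over baseline after thallium stimulus; more negative B-score means stronger Kir2.1 block with less thallium influx; some compounds called inactive have numbers as strong as hits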
Target sequence (P35561 whole entry, looked up): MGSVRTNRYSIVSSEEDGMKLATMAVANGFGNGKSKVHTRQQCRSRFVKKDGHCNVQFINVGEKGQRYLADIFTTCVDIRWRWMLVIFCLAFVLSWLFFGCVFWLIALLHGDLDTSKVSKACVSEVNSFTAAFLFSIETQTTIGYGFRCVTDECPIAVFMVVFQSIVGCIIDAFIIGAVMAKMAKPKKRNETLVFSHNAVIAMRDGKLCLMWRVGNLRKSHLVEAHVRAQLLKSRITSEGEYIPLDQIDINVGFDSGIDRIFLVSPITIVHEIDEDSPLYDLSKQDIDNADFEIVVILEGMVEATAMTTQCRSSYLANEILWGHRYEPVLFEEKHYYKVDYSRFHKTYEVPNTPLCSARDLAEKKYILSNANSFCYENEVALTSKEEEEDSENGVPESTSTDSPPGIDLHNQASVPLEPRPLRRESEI
CHT block: inhibitors of human choline transporter CHT | hit rate 0.86% among 310,000 | B-score at 10 µM | High affinity choline transporter 1 (Homo sapiens), Q9GZV3 | AID 488975, 2010 | CHT-expressing cells, membrane potential dye, choline response; active compounds read low;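 active = B-score over 3 SD under the library average, and starting fluorescence ratio not unusually high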;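 also: choline stimulus applied at its EC90 after an EC20 pre-addition; B-score computed on integrated fluorescence ratio after choline addition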
Target sequence (Q9GZV3 whole entry, looked up): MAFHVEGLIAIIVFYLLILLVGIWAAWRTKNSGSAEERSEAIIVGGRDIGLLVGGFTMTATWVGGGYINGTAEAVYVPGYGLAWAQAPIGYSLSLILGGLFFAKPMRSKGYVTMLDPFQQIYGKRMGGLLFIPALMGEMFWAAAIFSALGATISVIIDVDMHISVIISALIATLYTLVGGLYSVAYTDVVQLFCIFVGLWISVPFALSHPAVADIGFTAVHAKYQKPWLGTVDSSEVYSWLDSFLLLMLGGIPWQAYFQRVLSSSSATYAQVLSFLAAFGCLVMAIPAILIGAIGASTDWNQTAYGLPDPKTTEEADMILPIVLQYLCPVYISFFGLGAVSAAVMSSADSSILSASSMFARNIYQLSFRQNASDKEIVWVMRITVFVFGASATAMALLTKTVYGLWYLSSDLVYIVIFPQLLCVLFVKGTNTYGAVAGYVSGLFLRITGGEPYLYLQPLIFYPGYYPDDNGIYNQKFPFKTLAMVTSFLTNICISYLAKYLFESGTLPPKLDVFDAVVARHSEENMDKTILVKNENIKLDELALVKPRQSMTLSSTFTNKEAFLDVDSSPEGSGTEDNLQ
The depositor's hits bear a star; i = inactive; nt = no result given; & = joins results of further samples.

CHT block,Kir21 inh,SMILES
i,-0.65,Cc1nnc(SCC(=O)Nc2ncc(Cl)cc2Cl)n1Cc1ccccc1
i,-0.01,Cc1ccccc1NC(=O)CN1C(=O)N/C(=C\c2cccn2-c2cccc(C(=O)O)c2)C1=O
i,0.39,O=C(c1ccco1)N1CCN(c2ncnc3c(-c4ccc(Cl)cc4)nsc23)CC1
i,-0.33,C=CCn1c2ccccc2c2nnc(SCCN3CCCCC3)nc21
i,-0.04,Cc1cc(=O)n2[nH]c(NCc3c(F)cccc3Cl)nc2n1
i,1.06,O=C(NCCC1=CCCCC1)C1CCN(S(=O)(=O)c2cccc3nsnc23)CC1
i,-0.01,COc1ccccc1NC(=S)NC(NC(=O)C(C)C)C(Cl)(Cl)Cl (stereo not given)
i,0.11,Cc1ccc(S(=O)(=O)N(c2ccccc2)C2CCS(=O)(=O)C2)cc1 (stereo not given)

New compounds follow
CHT block,Kir21 inh,SMILES
i,0.65,CCc1cc(C(=O)NNC(=S)Nc2ccccc2C)cs1
i,-0.01,COc1ccc(C)cc1S(=O)(=O)Nc1cccc(C)c1
i,-0.21,C#CCOc1ccc(C2C3=C(CC(C)(C)CC3=O)N(CC(=O)O)C3=C2C(=O)CC(C)(C)C3)cc1OC
i,0.69,CCOC(=O)c1sc(NC(=O)CN2CCCC2)c(C(=O)OCC)c1C
i,nt,CCC(=O)OCC(=O)[C@@]1(OC(=O)CC)[C@@H](C)C[C@H]2[C@@H]3CCC4=CC(=O)C=C[C@]4(C)[C@@]3(Cl)[C@@H](O)C[C@@]21C
i,0.83,CCOC(=O)C1CCN(S(=O)(=O)c2ccc(Cl)nc2)CC1
i,-2.26,COCCCN1CCN(C2Cc3ccccc3Sc3ccc(Cl)cc32)CC1 (stereo not given)
i,-0.36,COc1cccc(/C(C)=N/NC(=O)c2cc(-c3cccnc3)nc3ccccc23)c1

More compounds.
CHT block,Kir21 inh,SMILES
i,0.71,CCS(=O)(=O)Nc1cccc(C2=NN(C(C)=O)C(c3cccs3)C2)c1 (stereo not given)
i,-0.55,CCN(CC)S(=O)(=O)c1ccc2[nH]cc(C(=O)NCCCN3CCCCC3)c(=O)c2c1
i,-0.17,Cc1ccc(NS(=O)(=O)c2cccc3nsnc23)cc1
i,1.06,Cc1cccc(C)c1NC(=O)CC(C)c1ccccc1 (stereo not given)
i,1.1,COc1ccc(-c2cc(C(=O)N(C)Cc3ccccc3F)c3ccccc3n2)cc1OC
i,-1.37,CC(=O)N1CCc2cc(S(=O)(=O)NC(C(=O)N3CCN(c4ccccc4F)CC3)C(C)C)ccc21 (stereo not given)
i,-0.33,COc1cc(OC)cc(C(=O)NCC(=O)OCC(=O)c2ccc3c(c2)-c2ccccc2C3)c1
i,-1.4,CCCN(CC(=O)Nc1ccccc1C)C(=O)c1ccc(C2SCCS2)cc1

Other results follow.
CHT block,Kir21 inh,SMILES
i,-1.04,CCOC(=O)C1=C(C)N(Cc2ccccc2)C(=O)NC1c1ccc(OC)cc1 (stereo not given)
i,0.09,O=c1c2nccnc2[nH]c(=S)n1Cc1ccccc1Cl
i,nt,O=C(CCC(=O)Nc1ccc(Cl)cc1Cl)NNC(=O)[C@@H]1CCCC[C@@H]1C(=O)O
i,0.07,Cc1ccc(-n2ncc3c(NCCCN4CCCC4=O)ncnc32)c(C)c1
i,-1.8,COc1ccc(-n2ncc3c2CC(C)(C)CC3NC(=O)c2ocnc2C)cc1 (stereo not given)
i,nt,O=C(NCc1ccccc1)NC1(C(=O)N2CCCC2)CCCCC1
i,0.21,C=C1N(C)c2cc([N+](=O)[O-])c(N)cc2C1(C)C
i,0.24,O=C(CC1C(=O)NCCN1Cc1cccc(F)c1)NCCCOc1cccnc1 (stereo not given)

Later entries
CHT block,Kir21 inh,SMILES
i,1.09,CCCCCCNC(=O)Cc1nc2nc(C)cc(C)n2n1
i,0.71,CC(C)(C)C(=O)OCc1nc(-c2ccc3c(c2)OCCO3)cs1
i,0.39,COC(=O)c1cc(=O)n(Cc2cccs2)c(=Nc2ccccc2)s1
i,-0.72,COCC(=O)N1CCC(Oc2ccc(C(=O)N(C)CCCC3CCCC3)cc2)CC1
i,-1.43,CC1CCN(C(=O)COC(=O)c2cc(S(=O)(=O)N3CCOCC3)ccc2Cl)CC1
i,-0.21,COc1ccc(NC(=O)NC(C)c2ccc3c(c2)OCO3)cc1OC (stereo not given)
i,0.04,COC(=O)C1CCCN1C(=O)c1cccs1 (stereo not given)
i,1.08,CC(C)(C)OC(=O)NCCc1nnc(SCC(N)=O)o1

Following part
CHT block,Kir21 inh,SMILES
i,0.64,CN(CC(=O)Nc1ccccc1Br)C(=O)CCC1CCCC1
i,-0.16,COc1ccc(N2CC(C(=O)N[C@H](C(=O)NC3CCCCC3)C(C)C)CC2=O)cc1 (stereo not given in full)
i,0.7,COc1ccc(-c2c(C)c3ccc(O)cc3oc2=O)cc1
i,-0.53,Cc1ccc(C)c(NS(=O)(=O)c2cc(C(=O)N3CCc4ccccc4C3)ccc2Cl)c1
-5.76*,0.66,CCOc1cc2[nH]c(=S)n(C3CCN(Cc4ccccc4)CC3)c(=O)c2cc1OCC
i,-1.08,CCOc1ccc(-c2n[nH]c(C)c2Oc2ccc(OC)cc2)c(O)c1
i,1.63,COc1ccc2c(c1OC)C(=O)OC2N1C(=O)CC[C@H]1C(=O)Nc1ccc(F)cc1F (stereo not given in full)
i,-0.77,COc1cc2ncc(C(=O)c3ccccc3)c(N3CCN(Cc4ccccc4)CC3)c2cc1OC

Some of the entries above in another layout.
mol,CHT block,Kir21 inh
CCCN(CC(=O)Nc1ccccc1C)C(=O)c1ccc(C2SCCS2)cc1,i,-1.4
CCOC(=O)C1=C(C)N(Cc2ccccc2)C(=O)NC1c1ccc(OC)cc1 (stereo not given),i,-1.04

(next part)
CHT block,Kir21 inh,SMILES
i,-4.38*,COc1ccccc1C(CCNCc1ccc(N(C)C)cc1)c1ccc(OC(C)C)cc1 (stereo not given)
i,-0.64,Fc1ccc(C2=Nn3c(Cc4ccccc4F)nnc3SC2)cc1
i,1.24,CC1CN(C(=O)c2cc(-c3ccc(Cl)s3)nc3ccccc23)CC(C)O1 (stereo not given)
i,-0.71,COc1ccc(NC(=O)c2c(F)c(F)c(F)c(F)c2F)cc1Cl
i,-0.39,COc1ccc(N=Nc2[nH]c3ccc(C)cc3c2O)cc1
i,-0.32,CCn1c(=O)c([N+](=O)[O-])c(NC2CCS(=O)(=O)C2)c2ccccc21 (stereo not given)
i,0.4&-1.16,CCOC(=O)c1c(CN2CCOCC2)n(C)c2cc(Br)c(O)c(CN(C)C)c12
i,-0.81,CCNc1ccc(S(=O)(=O)N(C)C)cc1NCC(=O)Nc1ccc(F)c(Cl)c1

Going on with the list:
CHT block,Kir21 inh,SMILES
i,-2.59,COc1ccccc1CNS(=O)(=O)c1ccc2c(c1)N(C(C)=O)CCO2
i,0.84,CCOC(=O)n1cc(C(=O)c2ccccc2O)cn1
i,-0.14,CC(=O)N1CCN(c2ccc(Nc3nc(C)nc4c3oc3ccccc34)cc2)CC1
i,-0.04,CC(C)Nc1nc(NC(C)C)nc(N(C)n2cnnc2)n1
i,0.65,O=C1/C(=C/c2ccc([N+](=O)[O-])cc2)CCc2ccccc21
i,0.42,O=C(O)C1(P(=O)(c2ccc(Cl)cc2)c2ccc(Cl)cc2)CCCC1
i,3.14,CCC(=O)OCC(=O)Nc1cc([N+](=O)[O-])ccc1Cl
i,1.02,Cn1cccc1-c1cc(C(=O)N/N=C/c2cc(Br)ccc2O)[nH]n1

Next part.
CHT block,Kir21 inh,SMILES
i,0.29,Nc1nnc(CCc2ccccc2)s1
i,-0.07,Cc1ccc(-c2noc(CCC(=O)NCc3ccco3)n2)cc1
nt,-1.21,CC(C)n1nnnc1SCC(=O)Nc1cccc(F)c1
i,1.27,O=C(O)c1oc2ccccc2c1CSc1ccccn1
i,-0.16,CSCC[C@H](NC(=O)[C@@H]1Cc2ccccc2CN1)C(=O)NC(C)c1ccccc1 (stereo not given in full)
i,1.59,O=C(OCc1cccc([N+](=O)[O-])c1)c1ccc2ccccc2n1
nt,0.41,Cn1c(N)c(C(=O)c2cc(-c3ccccn3)nc3ccccc23)c(=O)[nH]c1=O
i,-2.31,CCOc1ccc(S(=O)(=O)Nc2ccc3c(c2)OCO3)c2cccnc12

Further compounds follow.
CHT block,Kir21 inh,SMILES
i,0.84,O=C(/C=C/c1ccccc1[N+](=O)[O-])Nc1ccc(S(=O)(=O)Nc2ncccn2)cc1
i,0.57,Cn1c(SCc2ccc(C(=O)Nc3nccs3)cc2)nnc1-c1ccccc1
i,-0.35,Cc1ccc(OCc2n[nH]c(=S)n2-c2ccccc2)cc1C
i,-1.39,Nc1nc(N)nc(COc2ccccc2)n1
i,-0.95,CCNC(=S)N1CCC(n2cnc3ccccc32)CC1
i,0.5,Cc1cccc(C)c1NC(=O)CN(C)CC(=O)Nc1sc2c(c1C(N)=O)CCC2
i,-0.1,Cc1cc(=O)n2c3c(cccc13)CCC2
i,-1.36,COc1ccc(NC(=S)N(CCC(C)C)C2CCN(C(C)C)CC2)cc1

Next section.
CHT block,Kir21 inh,SMILES
i,-1.07,CCN1CCCCC(=N/O)/C(=N/O)CCCC1
i,-1.38,CC1CCN(C(=O)CSc2ccc(-c3cccc([N+](=O)[O-])c3)nn2)CC1
i,-0.81,COC(=O)CSc1ncc(S(=O)(=O)c2ccccc2)c(=O)[nH]1
i,2.5,CCCCc1nnc(NC(=O)CC(=O)Nc2ccccc2C(=O)O)s1
i,-1.24,Cc1c(NC(=O)CSc2ccc(Cl)cc2)cccc1-c1nc2cc(Cl)ccc2o1
nt,-0.74,Cc1cc2nc(-c3ccccn3)c(-c3ccccn3)nc2cc1C
i,-1.1,CCOC(=O)c1cc2c(ccn2C)n1CC(=O)N(Cc1ccccc1)c1ccc(F)cc1
i,0.08,CCNc1ccc(P(=O)(c2ccccc2)c2ccccc2)cc1

Continued.
CHT block,Kir21 inh,SMILES
i,-1.43,CC(C)C1OC2c3cccc4cccc(c34)C2N1c1ccccc1 (stereo not given)
i,-1.65,CCn1c(O)c(/C=C/C=C/C=Nc2ccccc2)sc1=S
i,0.29,Nc1nc(-c2ccc(Br)cc2)cc(C(F)(F)F)n1
i,-0.01,COc1ccccc1N1CCN(S(=O)(=O)c2c(C)sc3ncn(CC(=O)NCCN(C)C)c(=O)c23)CC1
i,-0.71,CCOc1ccc(CCNC(=O)c2ccc(C)c(NC3=NC4CS(=O)(=O)CC4S3)c2)cc1 (stereo not given)
i,-2.16,O=c1c(Cc2ccc(F)cc2)c(O)ccn1CC1CCCO1 (stereo not given)
i,0.44,O=C1NCCCc2c1no[n+]2[O-]
i,0.01,CC1CCCN(CCCOc2ccc([N+](=O)[O-])cc2)C1 (stereo not given)

Remaining list, next part.
CHT block,Kir21 inh,SMILES
i,-0.15,Cc1ccsc1/C=N/NC(=O)Cn1nc(C)c([N+](=O)[O-])c1C
i,-1.07,C/C(=N/NC(=O)c1cc2ccccc2cc1O)C1C(=O)c2ccccc2C1=O
i,2.09,CCCCNC(=O)c1onc(CSc2cc(C)ccc2C)c1C(=O)O
i,1.18,CCOCCCNCc1cc(Cl)cc(Cl)c1OCC
i,-1.65,Cc1onc(-c2c(Cl)cccc2Cl)c1C(O)c1ccccc1 (stereo not given)
i,0.29,CC(NC(=O)CN(C)S(=O)(=O)c1ccc2c(c1)c(=O)n(C)c(=O)n2C)c1ccccc1 (stereo not given)
i,-0.12,CC1(NC(=S)Nc2ccccc2)CCS(=O)(=O)C1 (stereo not given)
i,1.11,CN(C)S(=O)(=O)c1c(Cl)cccc1Cl

Overlap with the part before: five entries, then new ones.
CHT block,Kir21 inh,SMILES
i,1.18,CCOCCCNCc1cc(Cl)cc(Cl)c1OCC
i,-1.65,Cc1onc(-c2c(Cl)cccc2Cl)c1C(O)c1ccccc1 (stereo not given)
i,0.29,CC(NC(=O)CN(C)S(=O)(=O)c1ccc2c(c1)c(=O)n(C)c(=O)n2C)c1ccccc1 (stereo not given)
i,-0.12,CC1(NC(=S)Nc2ccccc2)CCS(=O)(=O)C1 (stereo not given)
i,1.11,CN(C)S(=O)(=O)c1c(Cl)cccc1Cl
i,-0.09,CCOc1ccc(/C(O)=C2/C(=O)C(=O)N(c3ncccn3)C2c2ccc(Cl)cc2)cc1 (stereo not given)
i,-1.27,O=C(O)CCN1C(=O)C2C3CC(C2C1=O)C1C(c2ccccc2)c2sc(=O)n(-c4ccccc4)c2SC31 (stereo not given)
i,-0.78,O=C(Nc1ccccc1Cl)Oc1ccc2ccccc2c1
i,1.55,CC(=O)c1cc(C#N)c(SCc2ccc([N+](=O)[O-])cc2)nc1C
i,-0.86,O=S(=O)(c1cccc2ccccc12)n1nnc2ccccc21
i,0.17,Cn1ccnc1SCC(=O)Nc1ccc(F)c([N+](=O)[O-])c1
i,0.95,CCOc1nc(Nc2ccc(OC)c(Cl)c2)nc(OCC)n1
i,-2.01,CC(C)(C)c1ccc(N2C(=O)CSC2c2cccnc2)cc1 (stereo not given)

CHT block, entries above that show a hit.
CHT block,Kir21 inh,SMILES
-5.76*,0.66,CCOc1cc2[nH]c(=S)n(C3CCN(Cc4ccccc4)CC3)c(=O)c2cc1OCC

Next structures follow:
CHT block,Kir21 inh,SMILES
i,-2.91,COc1ccc(NC(=O)N2CCC(C(=O)c3ccc(F)cc3)CC2)cc1
i,0.05,COc1ccc(/C=C/C(=O)NC(=S)NNC(=O)c2cccnc2)cc1
i,-2.5,Cc1ccc(OCC(=O)Nc2sc3c(c2C#N)CCC3)cc1C
i,3.18,CC(=O)N(Cc1cc(=O)[nH]c2ccccc12)c1cccc(C)c1
i,-0.44,Cc1ccc(-c2nc3ccccc3c(C(=O)NCc3cccs3)c2C)cc1
i,-0.46,Cc1cccc(N2CCN(C(=O)c3csc4ccccc34)CC2C)c1 (stereo not given)
